GPR35 antagonists: GPR35 antagonists blocking zaprinast-driven arrestin recruitment, primary screen, imaging, U2OS, beta-arrestin-GFP, zaprinast agonist (AID 2058); G-protein coupled receptor 35 (Homo sapiens); U2OS GPR35 beta-arrestin-GFP translocation imaging, zaprinast antagonism; higher % means a stronger effect; inhibition, % at 10 µM, or IC50 in µM where a hit was titrated; 290,000 compounds, 0.052% hits;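 active = inhibition of at least 50% with at least 30 cells and total cytoplasm GFP at most 10,000,000; inconclusive = under 30 cells or total GFP of 10,000,000 plus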
Autophagy mod: autophagy modulators in MEF cells, primary screen, imaging, high-content, MEF GFP-LC3. MEF GFP-LC3 puncta imaging; test concentration mostly 10 µM. calls only at 10 µM (by protocol). 190,000 compounds, 0.98% hits;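 active = percentage of spot-positive cells more than 3 SD above its plate mean, without a fluorescence outlier flag or 80% toxicity; inconclusive = no clear call, values can overlap the other calls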;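 note: spot-positive cell cutoff set from DMSO-treated cells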
NS5 inhibitors: Dengue-2 NS5 methyltransferase inhibitors, primary screen, biochemical, confirmation dose response (AID 588689). Genome polyprotein (Dengue virus type 2 (strain 16681-PDK53)). Dengue-2 NS5 methyltransferase capping enzyme assay, biochemical; higher % means a stronger effect. inhibition, % at 25 µM, or IC50 in µM where a hit was titrated. 340,000 compounds, 0.3% hits; in the data active = a potency from the dose series; inconclusive = inhibition above about 29% without an active follow-up result
NTR1 agonist: agonists of NTR1, primary screen, imaging, U2OS cells, beta-arrestin-GFP, high content (AID 493036); Neurotensin receptor type 1 (Homo sapiens), P30989; NTR1-U2OS beta-arrestin-GFP spot imaging, agonist mode; activation, % at 20 µM; 330,000 compounds, 0.17% hits;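 active = activation at or above 40% of the spot to cytoplasm intensity ratio, with at least 20 cells analyzed; inconclusive = wells under 20 cells, flagged as cytotoxic or low count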;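 note: 0% = DMSO without peptide and 100% = 100 nM NTR1 peptide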
Target sequence (P30989 whole entry, looked up): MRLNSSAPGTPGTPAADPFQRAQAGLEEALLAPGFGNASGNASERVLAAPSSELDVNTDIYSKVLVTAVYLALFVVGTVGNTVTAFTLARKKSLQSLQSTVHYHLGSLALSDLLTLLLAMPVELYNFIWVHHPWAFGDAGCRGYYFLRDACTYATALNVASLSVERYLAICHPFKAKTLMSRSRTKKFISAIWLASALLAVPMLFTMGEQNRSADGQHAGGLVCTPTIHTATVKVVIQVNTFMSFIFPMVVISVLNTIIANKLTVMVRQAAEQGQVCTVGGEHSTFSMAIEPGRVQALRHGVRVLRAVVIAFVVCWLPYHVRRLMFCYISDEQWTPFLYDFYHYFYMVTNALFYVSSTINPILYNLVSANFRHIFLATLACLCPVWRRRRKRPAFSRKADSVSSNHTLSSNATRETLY
WT yeast gro inh: growth inhibition of WT strain, primary screen, mitochondrial fusion inhibitor project, WT and mutant strains, chemical genetic; mitochondrial fusion phenotypic screen; inhibition, % at 10 µM; 190,000 compounds, 2.1% hits; AID 1362, 2008; in the data active = inhibition above about 58%; tested in S. cerevisiae
AID2073: inhibitors of Mint1-CaV2.2 protein interaction, biochemical, HTRF (AID 2073). HTRF protein-protein interaction, Mint1-CaV2.2; higher % means a stronger effect. one-dose inhibition, % at 20 µM; IC50 in µM for titrated hits. Voltage-dependent N-type calcium channel subunit alpha-1B (Homo sapiens). 290,000 compounds, 0.19% hits; in the data active = inhibition mostly above about 51%, no sharp cut-off; inconclusive = no clear call, values can overlap the other calls; inactive = mostly below about 53%; note: some results filed as inactive read as strong as hits
K1F lysis inhibition: inhibition of K1F phage lysis, E. coli UTI89, bacterial capsule biogenesis inhibitors, alamar blue (AID 488966); E. coli UTI89 K1F phage lysis, alamar blue, 2 h; higher % means a stronger effect; inhibition, % at 100 µM, or IC50 in µM where a hit was titrated; 340,000 compounds, 0.02% hits;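 active = phage lysis inhibition, versus mean bacterial control, above a set limit; inconclusive = no clear call, values can overlap the other calls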;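 note: capsule biogenesis inhibitors block K1F phage lysis so surviving cells raise fluorescence; higher fluorescence means more inhibition of phage lysis; actives were called in the ten point dose series up to 300 µM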
RSV CPE inhibition: RSV antiviral activity via CPE protection, HEp-2 cells, primary 10 µM value included (AID 2391); HEp-2 cells, RSV-induced CPE inhibition; higher % means a stronger effect; CPE inhibition, % at 10 µM; hits with a dose series show IC50 in µM; 310,000 compounds, 0.13% hits; in the data active = a potency from the dose series; inconclusive = CPE inhibition mostly from about 23% at the one dose, without a potency; inactive = the rest, 99 in 100 with CPE inhibition below about 21%; note: strong numbers were not always called active
LYP inhibition: inhibitors of LYP phosphatase, biochemical, fluorescence intensity, uHTS (AID 1779) | recombinant LYP phosphatase, fluorescence intensity; higher % means a stronger effect | 290,000 compounds, 0.054% hits | inhibition, % at 11.5 µM, or IC50 in µM where a hit was titrated | Tyrosine-protein phosphatase non-receptor type 22 (Homo sapiens); in the data active = inhibition above about 50%;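 note: plate controls were vehicle with enzyme for no effect and no enzyme for full effect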
WT yeast gro inh mutant strain: also measured in WT yeast gro inh; calls as there; inhibition, %; mitochondrial fusion phenotypic screen, mutant strain inhibition
Autophagy mod cell loss 18 h: also measured in Autophagy mod; calls as there; toxicity, %; measured here: cell loss, nuclei count;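 cell loss after 18 h compound exposure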
NTR1 agonist cell count 20 µM: recorded beside NTR1 agonist, whose call it bears; cell count; measured here: cell count, cytotoxicity flag
NS5 inhibitors pilot replicate: also measured in NS5 inhibitors; calls as there; inhibition, %; measured here: pilot screen replicate inhibition
* hit, by the source's call; i = inactive; ? = inconclusive; / = not tested or not shown; + = active, no number; [ ] = another dose, or the depositor's remark.

Start of the listing, in advance, 2 compounds:
SMILES	GPR35 antagonists	Autophagy mod	Autophagy mod cell loss 18 h	NS5 inhibitors	NTR1 agonist	NTR1 agonist cell count 20 µM	WT yeast gro inh	WT yeast gro inh mutant strain	AID2073	K1F lysis inhibition	RSV CPE inhibition	LYP inhibition	others
Cc1ccccc1NC(=O)c1onc2c1CCCC2	-1%	i	-11	7%	0.7	44	2	13	2%	1.2%	0.1%	-5%
O=C1N(Cc2cccnc2)C[C@@H]2C[C@@H](c3ccccc3C(F)(F)F)N3CCC[C@@]123	2%	/	/	-9%	5.7	48	/	/	-16%	0.1%	0.5%	-4%

All compounds of this part, repeating the preview:
SMILES	GPR35 antagonists	Autophagy mod	Autophagy mod cell loss 18 h	NS5 inhibitors	NTR1 agonist	NTR1 agonist cell count 20 µM	WT yeast gro inh	WT yeast gro inh mutant strain	AID2073	K1F lysis inhibition	RSV CPE inhibition	LYP inhibition	others
Cc1ccccc1NC(=O)c1onc2c1CCCC2	-1%	i	-11	7%	0.7	44	2	13	2%	1.2%	0.1%	-5%
O=C1N(Cc2cccnc2)C[C@@H]2C[C@@H](c3ccccc3C(F)(F)F)N3CCC[C@@]123	2%	/	/	-9%	5.7	48	/	/	-16%	0.1%	0.5%	-4%
CCOC(=O)c1ccccc1NC(=O)CN1C(=O)NC(C)(CCc2ccccc2)C1=O (centres undefined)	/	/	/	1%	2.3	71	/	/	/	0.2%[50 µM]	-1.9%	/
CC(=O)c1cc2c(cc1NC(=O)c1ccco1)OCCO2	-16%	i	5	-6%	1.2	70	1	6	15%	0.2%	1.2%	-9%
CC(C)c1ccc(S(=O)(=O)c2cnc(=S)[nH]c2N)cc1	-2%	/	/	3%	0.4	88	/	/	45%	0.3%	0.6%	-7%
O=C(C1=C[C@H](c2ccccc2)C[C@H](OCCCCO)O1)N1CCN(Cc2ccccc2)CC1	-25%	i	4	-10%	0.9	55	-23	-21	2%	3.2%	1.6%	-5%
COc1ccc(CN2CCN(C(=O)CCC(=O)Nc3nnc(C(F)(F)F)s3)CC2)cc1F	22%	/	/	0%	0.0	81	/	/	10%	-0.2%	?	-11%
CC(C)(C)NC(=S)N1CCC(C(=O)c2ccc(F)cc2)CC1	-12%	/	/	-1%	-0.7	73	/	/	-15%	-0.1%	0.7%	-6%	NS5 inhibitors pilot replicate=-0.9
CN(Cc1ccccc1)C(=O)COC(=O)c1cc([N+](=O)[O-])ccc1N1CCOCC1	/	/	/	1%	0.8	70	/	/	/	1.3%[50 µM]	-1.9%	/
O=[N+]([O-])c1cc2c(cc1/C=N/n1c(-c3ccccc3)n[nH]c1=S)OCO2	6%	i	17	17%	-0.1	84	-3	-29	-14%	0.2%	3.1%	-8%
COc1ccc(-c2cc(C(=O)Nc3ccccc3SC)no2)cc1OC	9%	i	-10	1%	9.7	83	16	-1	7%	-0.1%	/	-10%
COc1ccc(S(=O)(=O)Nc2cc(C(=O)NC(C)C)ccc2N2CCOCC2)cc1	-6%	i	-2	-5%	1.8	67	3	14	2%	-0.1%	-0.9%	-8%
COCc1c(C(=O)N2CCN(c3ncccn3)CC2)oc2ccccc12	/	/	/	-1%	-0.8	55	/	/	/	0.6%[50 µM]	0.6%	/
CC1CCN(C(=S)c2cn(Cc3ccccc3F)c3ccccc23)CC1	12%	i	16	2%	-2.1	82	74*	65*	22%	12%	12%	-2%
O=C(NCc1ccccn1)c1cccc(S(=O)(=O)Nc2ccccc2Cl)c1	/	/	/	-4%	1.0	85	/	/	/	1.7%[50 µM]	0.3%	/
COc1cc(OC)c(OC)cc1CNCc1ccco1	7%	/	/	-7%	1.2	81	/	/	0%	-0.2%	-0.5%	-6%
CCN(Cc1ccccc1)S(=O)(=O)CCNC(=O)c1ccc(OC)cc1	/	/	/	-4%	-1.3	48	/	/	/	0.5%[50 µM]	-2.0%	/
COc1cccc(/C=N/N2CCN(c3ccccc3OC)CC2)c1	1%	i	18	2%	1.0	68	-3	-4	-7%	4.2%	2.0%	2%
COc1ccccc1CNC(=O)CSc1ccsc1[N+](=O)[O-]	-11%	i	2	-2%	-1.5	89	-21	-13	9%	-0.4%	0.3%	-1%
Cc1nc2c(C(=O)NCCC(C)C)c[nH]n2c(=O)c1Cc1ccccc1F	8%	i	-4	15%	3.8	44	30	5	11%	-0.7%	18%	0%
Cc1ccc(S(=O)(=O)N(C)C)cc1NC(=O)C(C)N(C)CCOc1ccc(Cl)cc1 (centres undefined)	8%	/	/	1%	3.8	47	/	/	11%	-0.2%	8.7%	1%
O=C(CSc1nnc(-c2cccc(S(=O)(=O)N3CCOCC3)c2)n1C1CCCCCC1)NCc1ccccc1	10%	i	10	-2%	-0.1	71	-11	10	-7%	-1.6%	-0.1%	-8%
CC(C)N(Cc1ccccc1)C(=O)COC(=O)/C=C/c1cnc2ccccc2n1	3%	i	7	-11%	1.7	53	-20	2	9%	0.0%	1.1%	2%
Cc1ccc(S(=O)(=O)N(C)C)cc1NC(=O)c1cccnc1Oc1ccccc1	-11%	/	/	/	0.5	50	/	/	-2%	/	/	-8%
CCN(C(=O)COc1nc(C)cc(C)c1C#N)c1ccccc1	-1%	/	/	5%	-0.2	67	/	/	-1%	0.5%	2.5%	-10%
New compounds follow.
SMILES	GPR35 antagonists	Autophagy mod	Autophagy mod cell loss 18 h	NS5 inhibitors	NTR1 agonist	NTR1 agonist cell count 20 µM	WT yeast gro inh	WT yeast gro inh mutant strain	AID2073	K1F lysis inhibition	RSV CPE inhibition	LYP inhibition	others
CN(C)CCN(C(=O)c1ccc(N2C(=O)CCC2=O)cc1)c1nc2cc3c(cc2s1)OCCO3	4%	i	22	/	0.5	45	-6	-7	23%	/	-1.2%	-3%
CN(C)c1ccc(/C=C/C(=O)c2ccc(C(C)(C)C)cc2)cc1[N+](=O)[O-]	17%	i	3	0%	11	56	6	-15	-2%	0.6%	14%	-1%
Cc1ccc(OC/C(O)=C(\C#N)c2nc3ccccc3s2)cc1	-1%	i	1	-5%	1.4	53	7	-13	4%	-0.1%	1.4%	-1%
O=C1NC(=O)/C(=C\c2ccsc2)N1	21%	i	-1	-13%	1.2	42	-9	-7	-7%	0.5%	0.8%	-4%
O=C(CSc1nccc(=O)[nH]1)Nc1ccc(S(=O)(=O)N2CCOCC2)cc1	-1%	i	5	0%	-0.5	42	-8	-1	10%	1.5%	1.8%	-3%
COc1cc(NC(=O)COc2ccc(Cl)cc2)ccc1-c1cc2ccccc2oc1=O	2%	i	9	1%	5.6	33	0	7	34%	7.1%	2.5%	-4%
Cc1ccc(C)c(OC(=O)c2cccc(S(=O)(=O)N3CCN(C)CC3)c2)c1	-9%	/	/	-6%	1.1	75	/	/	-2%	0.2%	4.2%	-4%
CC(=O)c1ccc(S(=O)(=O)NCc2cccnc2)cc1	-10%	/	/	-5%	0.0	82	/	/	5%	0.1%	2.4%	-6%
COc1ccc(-c2nc(CS(=O)CC(=O)NCc3ccc(Cl)cc3)c(C)o2)cc1OC (centres undefined)	16%	/	/	-10%	1.0	69	/	/	0%	-0.3%	1.1%	-12%
CCOC(=O)C1=NNC2(CC(=O)N(c3cccc(C)c3)C2=O)C1 (centres undefined)	-7%	/	/	12%	-0.8	71	/	/	-7%	0.4%	0.2%	-9%
COc1ccc(-c2nn(-c3ccccc3)cc2C2CC(c3cccs3)=NN2C(=O)CCCC(=O)O)cc1 (centres undefined)	-15%	i	-9	-11%	2.1	56	8	5	3%	-1.7%	6.4%	8%
COc1ccccc1NC(=O)CSc1nnc(Cc2cc(=O)[nH]c(=O)[nH]2)n1-c1ccccc1	2%	i	-15	-10%	-1.2	88	-6	-3	0%	4.6%	2.0%	-5%
COc1ccc(C)cc1NC(=S)NN1CCN(C)CC1	-16%	i	19	-2%	0.6	51	5	13	?	0.3%	1.3%	-6%
CCCNc1nc(C)nc2c1cnn2CCc1ccccc1	4%	i	-15	-1%	3.8	51	-3	-1	-4%	1.6%	5.8%	-4%
COCCNC(=O)NC(=O)COC(=O)C1(c2ccc(Cl)cc2)CC1	12%	i	-15	-4%	0.5	43	-11	-10	9%	-1.1%	4.0%	-7%
COc1ccc(Cl)c2sc(N(Cc3cccnc3)C(C)=O)nc12	18%	/	/	0%	-0.4	62	/	/	11%	-0.1%	-0.1%	0%
CCCn1nc(C(=O)OCC(=O)Nc2cccc(OC)c2)c2ccccc2c1=O	1%	i	-25	-5%	3.5	54	2	8	-3%	0.5%	0.8%	3%
O=C(Nc1cc(S(=O)(=O)N2CCCCCC2)ccc1OCC(F)(F)F)c1ccc(=O)[nH]c1	/	/	/	-2%	-2.3	52	/	/	/	0.5%[50 µM]	-0.5%	/
CC(=O)Nc1ccc(S(=O)(=O)NCc2nnnn2-c2ccc(Cl)cc2)cc1	/	/	/	-7%	1.0	71	/	/	/	2.3%[50 µM]	-0.1%	/
CCCc1nc2sc(C(=O)OCC)c(N)c2c2c1COC(C)(C)C2	-8%	i	-10	3%	4.8	69	-10	-34	9%	1.9%[50 µM]	2.4%	-3%
CC1CCCN(C(=O)c2ccc(NS(=O)(=O)c3cccc([N+](=O)[O-])c3)cc2)C1 (centres undefined)	/	/	/	-12%	-0.6	53	/	/	/	0.4%[50 µM]	4.0%	/
COc1cc2c(cc1OC)C1=C(C#N)CCC(=NC(=O)c3ccco3)N1CC2	-21%	i	12	1%	-0.1	93	5	5	11%	-0.6%	-3.4%	2%
CCOc1nc(-c2ccccc2)c2cc(C)ccc2n1	-13%	/	/	-1%	0.6	50	/	/	18%	-0.1%	3.7%	-10%
CCOCCCN(C(=O)c1snc(C(N)=O)c1N)C(C(=O)NCCC(C)C)c1ccc(F)cc1 (centres undefined)	-12%	/	/	2%	0.6	69	/	/	3%	0.4%	1.3%	0%
COc1cccc(CNC(=O)C2CCN(S(=O)(=O)N3CC(C)CC(C)C3)CC2)c1 (centres undefined)	6%	i	0	-2%	1.0	42	13	11	-6%	-0.9%	0.5%	5%
Nc1cccc(-c2ccc(CO)o2)c1	-8%	i	3	-7%	-0.8	81	-5	-7	-1%	0.1%	2.0%	-12%
Cc1c(CC(=O)O)c(=O)oc2cc(OCc3ccc(Br)cc3)ccc12	17%	/	/	-4%	-0.4	79	/	/	25%	0.2%	5.0%	-8%
COc1ccc(OC)c(-c2c(C#N)c(N)nc3c2c(=O)nc2sccn23)c1	-6%	+	-10*	-4%	0.2	48	2	7	4%	1.5%	0.8%	-6%
CC1(C)CC(=O)C2=C(C1)Oc1ncn(CCCO)c(=N)c1C2c1ccccc1 (centres undefined)	-5%	i	-4	2%	-0.8	42	-17	-8	-4%	1.4%	2.0%	-2%
